GLP1R inv ag – qHTS of GLP-1 Receptor Inverse Agonists (Inhibition Mode); Glucagon-like peptide 1 receptor (Homo sapiens), P43220; HEK293 GLP-1R CRE-luciferase, luminescence, 24 h; GLP-1R form is constitutively active; Potency, µM (highest dose often 38.3 µM), inactives show at the top dose activity change, negative = inhibition, usual class: inhibitors; actives 1.6% (n = 410,000); further: potency means the concentration at half of the fitted maximal effect; on the % scale 0 is the no-effect control and ±100 the full control effect; nearly all actives have a fitted effect of over 55% in size
Target sequence (P43220 whole entry, looked up): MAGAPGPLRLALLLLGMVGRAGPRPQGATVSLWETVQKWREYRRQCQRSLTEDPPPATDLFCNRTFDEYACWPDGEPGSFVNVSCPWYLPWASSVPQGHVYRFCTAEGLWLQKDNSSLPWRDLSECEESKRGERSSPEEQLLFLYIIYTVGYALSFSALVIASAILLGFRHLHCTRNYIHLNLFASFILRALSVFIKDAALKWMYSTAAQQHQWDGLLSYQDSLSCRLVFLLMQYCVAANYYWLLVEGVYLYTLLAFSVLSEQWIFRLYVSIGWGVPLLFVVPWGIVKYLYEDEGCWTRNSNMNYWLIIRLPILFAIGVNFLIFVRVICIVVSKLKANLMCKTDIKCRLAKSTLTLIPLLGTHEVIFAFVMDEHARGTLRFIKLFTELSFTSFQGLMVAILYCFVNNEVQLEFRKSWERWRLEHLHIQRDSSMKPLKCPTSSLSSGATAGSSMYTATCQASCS
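Stable HEK293 clone (constitutively active GLP-1R + cAMP-response luciferase); 200 cells/uL plated, 12 h pre-culture, compound 24 hr, 37 deg C/5% CO2; detection reagent 12 min RT; luminescence.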
WRN inhibitor – qHTS for Inhibitors of WRN Helicase. AID 651768, 2012. WRN helicase unwinding, fluorescent forked duplex, kinetic. actives 0.46% (n = 360,000). Potency, µM (titrated, usually from 114 µM), for the others: top-dose activity change, negative = inhibition, most hits filed as inhibitors; further: potency means the concentration at half of the fitted maximal effect; on the % scale 0 is the no-effect control and ±100 the full control effect; nearly all actives have a fitted effect of over 55% in size
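Primary qHTS, 1536-well format. 20 nM WRN + compound, 15 min RT; start with 100 nM forked fluorophore/quencher duplex, 2 mM ATP (final); kinetic read ex 525/em 598 nm.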
IL2 activator – qHTS of IL-2 Activators; IL-2 activation reporter assay, cell-based qHTS; stimulated with anti-CD3/CD4/CD28 beads; in transgenic mouse T cells; activation, % (series mostly up to about 46 µM); actives 0.065% (n = 360,000); AID 652025, 2013; in the data active means activation above about 50%; inconclusive means mostly about 30% to 49%; further: 0% is about no effect
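Readout is EGFP and DsRed signal by fluorescent plate cytometry after 18 h at 37 degrees C. Transgenic mouse T cells (750/well) received compound for 60 min before bead stimulation (anti-CD3, anti-CD4, anti-CD28); memory T cells served as non-tolerant control.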
PLK1 PBD inh – qHTS for Inhibitors of PLK1-PDB (polo-like kinase 1 - polo-box domain): Primary Screen | actives 2.8% (n = 360,000) | Plk1 PBD binding of FITC phosphopeptide, fluorescence polarization | AID 720504, 2013 | Potency, µM, inactives show max response, negative = inhibition, hits mostly inhibitors | Serine/threonine-protein kinase PLK1 (Homo sapiens), P53350; further: potency means the concentration at half of the fitted maximal effect; series mostly up to about 57 µM; on the % scale 0 is the no-effect control and ±100 the full control effect; nearly all actives have a fitted effect of over 65% in size
GLP1R ag – qHTS of GLP-1 Receptor Agonists; Glucagon-like peptide 1 receptor (Homo sapiens), P43220; HEK293 GLP-1R CRE-luciferase, luminescence, 4-6 h; cells express a hypersensitive GLP-1R form; actives 0.007% (n = 380,000); Potency, µM (series often up to 45.6 µM), without a hit: at the top dose activation, most hits filed as activators; further: potency means the concentration at half of the fitted maximal effect; % of control where 0% means no effect
D3 antag – qHTS of D3 Dopamine Receptor Antagonist: qHTS; D(3) dopamine receptor (Homo sapiens), P35462; D3R cells, DiscoveRx beta-arrestin luminescence, antagonist mode; hits give low values; max response, negative = inhibition, %; actives 2.5% (n = 360,000); in the data active means max response below about -50%; inconclusive means no clear call, values can overlap the other calls; further: on the % scale 0 is the no-effect control and ±100 the full control effect; mostly tested at two doses, the higher about 12 µM
Target sequence (P35462 whole entry, looked up): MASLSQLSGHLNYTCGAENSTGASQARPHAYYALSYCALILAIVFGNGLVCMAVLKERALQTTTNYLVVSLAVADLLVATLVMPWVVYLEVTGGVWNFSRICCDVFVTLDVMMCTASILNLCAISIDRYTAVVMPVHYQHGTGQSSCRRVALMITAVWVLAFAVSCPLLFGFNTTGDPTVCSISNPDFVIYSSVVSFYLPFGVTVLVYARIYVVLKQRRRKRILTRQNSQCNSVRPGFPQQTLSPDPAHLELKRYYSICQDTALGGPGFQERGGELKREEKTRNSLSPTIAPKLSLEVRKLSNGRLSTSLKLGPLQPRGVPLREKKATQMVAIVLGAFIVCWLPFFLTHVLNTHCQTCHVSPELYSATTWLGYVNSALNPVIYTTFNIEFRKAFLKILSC
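Cells plated overnight at 1500 cells/well, then exposed to library compounds with dopamine controls for 90 minutes at 37 degrees C. DiscoveRx reagent added for 30–60 minutes at room temperature; luminescence read, quantitative HTS format.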
PI5P4K alpha inh – qHTS for Inhibitors of phosphatidylinositol 5-phosphate 4-kinase (PI5P4K); Phosphatidylinositol 5-phosphate 4-kinase type-2 alpha (Homo sapiens), P48426; PI5P4Kalpha enzyme, ADP-Glo luminescence, 60 min; hits give low values; max response, %; actives 1.2% (n = 330,000); AID 652105, 2013; active means max response of -50% or lower; inconclusive means between -30% and -50%; inactive means -30% or higher; further: value at the top dose of about 77 µM; on the % scale 0 is the no-effect control and ±100 the full control effect
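Luminescence from ADP-Glo served as readout of PI5P4Kalpha activity in a qHTS format. Reaction: enzyme, substrate, compound, ATP at 5 microM final, 60 min at RT.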
HEK293 tox – qHTS of GLP-1 Receptor Inverse Agonists: Cytotox Screen; HEK293 cAMP-luciferase reporter cells, luminescence, 24 h; Potency, µM (titrated, usually from 38.3 µM), for inactives: at the highest dose activity change, negative = inhibition, actives largely listed as inhibitors; actives 0.13% (n = 410,000); AID 624418, 2012;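 further: loss of luciferase light is scored as toxicity; potency means the concentration at half of the fitted maximal effect; on the % scale 0 is the no-effect control and ±100 the full control effect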
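Compound-treated cells are incubated 24 hr at 37 deg C under 5% CO2 after a 12 hour attachment period, then luciferase detection reagent is added and luminescence is measured following 12 min at room temperature; lowered signal indicates toxicity.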
DRD3 agonist – qHTS of D3 Dopamine Receptor Agonist: qHTS; D3R DiscoveRx beta-arrestin cells, luminescence, 90 min; max activation, %; actives 0.58% (n = 410,000); in the data active means max activation above about 30%; further: 0% is about no effect; mostly tested at two doses, the higher about 12 µM
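Agonist mode: compounds and dopamine controls were applied to plated cells for 90 min at 37 degrees C after an overnight attachment at 1500 cells/well. Luminescent read-out followed 30 - 60 minutes at room temperature with DiscoveRx detection reagent.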
* hit, by the source's call; ? = inconclusive; · = not tested or not shown; [ ] = another dose, or the depositor's remark. Unless noted, the call rests on the fitted dose curve; in most records, active means well fitted curve in the direction sought with a large enough effect; inconclusive means small, poorly fitted or top-dose-only effect, or another doubt; inactive means no such curve, though single readings can be large; an effect the other way counts as inactive or inconclusive.

SMILES	GLP1R inv ag	WRN inhibitor	IL2 activator	PLK1 PBD inh	GLP1R ag	D3 antag	PI5P4K alpha inh	HEK293 tox	DRD3 agonist
COc1ccc(Nc2nc(-c3cccnc3)nc3ccccc23)cn1	?	-14%	4.6	21µM*	4%	27	1	?	8
CCc1cc(=O)oc2cc(C)cc(OCC(=O)NCc3ccncc3)c12	12%	5%	-0.9	-6%	4%	1	3	-7%	2
COc1ccc(F)c(-c2nc(CN3CCN(C(=O)c4ccco4)CC3)c(C)o2)c1	10%	?	-3.8	-12%	4%	-4	-9	8%	-2
O=C(NCCC1=CCCCC1)Nc1ccc2nsnc2c1	?	-11%	-3.2	2%	4%	-12	0	-5%	-14
CCN(C(=O)CSc1nnc(-c2cccc(F)c2)n1N)c1c(N)n(Cc2ccccc2)c(=O)[nH]c1=O	4%	6%	-4.4	-5%	1%	6	-3	6%	2
CC1CCCCN1Cc1c(O)ccc2c(=O)c(-c3ccc(Cl)cc3Cl)coc12 (stereo not drawn)	-14%	11%	0.8	-7%	8%	-14	-2	-10%	1
Cn1c(=O)c2cn(-c3ccccc3)cc2n(C)c1=O	16%	7%	-2.4	-15%	6%	-29	-8	-3%	-9
O=C(CN1C(=O)/C(=C/c2ccco2)SC1=S)NC1CCS(=O)(=O)C1 (stereo not drawn)	-2%	-7%[11.6 µM]	-1.7	30µM*	2%	-4	-27	?	6
CCCNC(=O)CN(Cc1ccccc1F)S(=O)(=O)c1ccc(C)cc1	0%	4%	0.3	-3%	4%	-21	·	10%	8
Cc1ccnn1CC(=O)N/N=C/c1cccs1	39%[activator]	7%	-0.3	-3%	0%	20	-5	8%	-6
O=C(CCc1nc2ccccc2[nH]1)Nc1ccccc1F	-5%	8%	0.0	-5%	-3%	14	2	2%	-3
Cc1ccc(C(O)c2ncc(-c3ccc4ccccc4c3)[nH]2)c(C)c1 (stereo not drawn)	?	-1%	-0.3	1%	0%	23	2	0%	0
C#CCOCCOCCOCCNc1nc(N2CCN(C(=O)[C@H](CCCCN)n3cc([C@@H](N)[C@H](C)CC)nn3)CC2)nc(N2CCN(C(=O)[C@H](CCCCN)n3cc([C@@H](N)CC(N)=O)nn3)CC2)n1	7%	4%	-2.5	-9%	0%	1	-3	-62%	-21
Cc1cccc(C)c1NC(=O)CNC(=O)C(C)N(C)CC(=O)Nc1ccc(F)cc1 (stereo not drawn)	-4%	0%	-4.4	-7%	5%	9	-3	5%	-4
COc1ccc(NC(=O)CCS(=O)(=O)c2ccc(Cl)cc2)cc1	8%	-1%	-2.8	-1%	10%	1	10	-2%	1
CNc1nc(N)c(C(=O)C23CC4CC(CC(C4)C2)C3)s1	5.6µM*	-1%	-0.2	-8%	6%	2	-9	-27%	2
CN1CCN(c2ncnc3c2cnn3-c2ccc(Cl)cc2)CC1	?	5%	-4.8	-4%	-1%	30	0	2%	12
COc1cc2[nH]c3c(Cl)ncnc3c2cc1OC	68%[activator]	-29%	-3.1	-3%	18%	-4	-6	1%	-3
O=C(NCc1cccs1)c1ccc2nc([C@@H]3O[C@H](CO)[C@H](O)[C@H](O)[C@H]3O)[nH]c2c1	5%	6%	-0.2	-4%	1%	15	3	4%	3
O=[N+]([O-])c1ccc(/C=N/Nc2ncccc2[N+](=O)[O-])s1	?	-6%	-5.2	-6%	0%	-21	2	1.1µM*	-6
O=C1c2ccccc2CCC12N=NCC2c1ccccc1 (stereo not drawn)	-1%	-1%	-2.5	-19%	14%	-29	·	2%	-1
CCCCNC(=NCc1cccc(C(F)(F)F)c1)Nc1ccccc1	?	7%	-0.7	-4%	6%	0	14	?	-7
CCn1c(=NC(=O)COc2ccccc2)sc2cccc(F)c21	?	0%	-1.8	-14%	8%	10	3	8%	2
O=C(Nc1cccc(C(=O)O)c1)/C(=C\c1ccccc1Cl)NC(=O)c1ccco1	12%	-23%	-0.2	-5%	2%	-3	-2	2%	1
COc1ccc(N(C)C(=O)c2onc3c2CCCC3)cc1	23%	-7%	-2.9	5%	0%	-9	0	-1%	-10
C=CC[N+]1(CC=C)CCOCC1	-5%	2%	-0.8	-1%	-7%	-4	2	2%	1
O=C(C1CCN(Cc2ccccc2)CC1)N1CCN(C/C=C/c2ccccc2)CC1	?	?	-2.8	-2%	2%	-54*	0	-22%	-13
CN(Cc1cn(-c2ccccc2)nc1-c1ccc(F)cc1)C(=O)CCC(=O)O	0%	-5%	-0.8	-15%	0%	11	1	-8%	-3
O=C(O)c1cccc2c1C(=O)N(C1CCCCC1)C2	15%	-18%[57.1 µM]	-1.3	-16%	2%	7	-17	-9%	0
CSc1ccccc1NC(=O)NCCCl	-5%	-4%	-0.7	-7%	5%	6	-4	-3%	0
CCCCNC(=O)C(NC(=O)c1ccc(C(F)(F)F)cc1)C(=O)c1ccccc1 (stereo not drawn)	7%	-2%	3.2	3%	·	14	2	-2%	0
COc1cc2[nH]c(=S)nc(NCc3ccccn3)c2cc1OC	5%	?	2.6	-18%	5%	-13	-4	?	4
CCc1nc2ccc(C(=O)NCCCn3ccnc3)cn2c1N(C)CCC(C)C	?	0%	-0.7	-9%	-1%	0	5	?	-10
COC(=O)c1ccc(NC(CC(C)C)C(=O)OC)c([N+](=O)[O-])c1 (stereo not drawn)	14%	-2%	2.1	0%	3%	16	2	-25%	4
O=C(O)c1cccc(NS(=O)(=O)c2ccc(-c3ccc(S(=O)(=O)Nc4cccc(C(=O)O)c4)cc3)cc2)c1	0%	-9%	-2.6	-16%	20%	-18	?	-7%	0
COc1ccccc1/C=N/NC(=O)c1nnn(-c2nonc2N)c1CSC1=NCCS1	0%	-1%	0.0	1%	-5%	9	5	6%	3
Cc1cc(C)n(CCc2nc3c4ccccc4n(CC#N)c(=O)n3n2)n1	53%[activator]	4%	-0.2	-1%	13%	1	·	1%	1
Nc1cc(Cl)ccc1C(=O)OCC(=O)N1CCCC1	12%	5%	3.9	-4%	2%	16	-8	50%[activator]	7
COc1ccc(NC(=O)c2cc(-c3sc(NC(=O)c4ccccc4)nc3C)n(Cc3ccccc3)n2)cc1	?	-4%	0.1	-4%	·	9	-3	-1%	4
CC(=Nc1cccc(O)c1)c1sc2ccccc2c1O	8%	-4%	-1.2	-4%	-4%	-24	·	2%	-10

Exported as a markdown table: part of the list above.
| structure | GLP1R inv ag | WRN inhibitor | IL2 activator | PLK1 PBD inh | GLP1R ag | D3 antag | PI5P4K alpha inh | HEK293 tox | DRD3 agonist |
| --- | --- | --- | --- | --- | --- | --- | --- | --- | --- |
| COC(=O)c1ccc(NC(CC(C)C)C(=O)OC)c([N+](=O)[O-])c1 (stereo not drawn) | 14% | -2% | 2.1 | 0% | 3% | 16 | 2 | -25% | 4 |
| O=C(O)c1cccc(NS(=O)(=O)c2ccc(-c3ccc(S(=O)(=O)Nc4cccc(C(=O)O)c4)cc3)cc2)c1 | 0% | -9% | -2.6 | -16% | 20% | -18 | ? | -7% | 0 |
| COc1ccccc1/C=N/NC(=O)c1nnn(-c2nonc2N)c1CSC1=NCCS1 | 0% | -1% | 0.0 | 1% | -5% | 9 | 5 | 6% | 3 |
| Cc1cc(C)n(CCc2nc3c4ccccc4n(CC#N)c(=O)n3n2)n1 | 53%[activator] | 4% | -0.2 | -1% | 13% | 1 | · | 1% | 1 |
| Nc1cc(Cl)ccc1C(=O)OCC(=O)N1CCCC1 | 12% | 5% | 3.9 | -4% | 2% | 16 | -8 | 50%[activator] | 7 |
| COc1ccc(NC(=O)c2cc(-c3sc(NC(=O)c4ccccc4)nc3C)n(Cc3ccccc3)n2)cc1 | ? | -4% | 0.1 | -4% | · | 9 | -3 | -1% | 4 |

(further entries)
SMILES	GLP1R inv ag	WRN inhibitor	IL2 activator	PLK1 PBD inh	GLP1R ag	D3 antag	PI5P4K alpha inh	HEK293 tox	DRD3 agonist
COc1ccc2[nH]cc(/C=C/C(=O)c3ccccc3)c2c1	?	-14%	-0.9	5%	16%	-18	9	2%	-9
CCOC(=O)C1=C[C@@H](C(C)(C)C)N(S(=O)(=O)c2ccc(C)cc2)[C@H]1c1ccc(Cl)c(Cl)c1	?	-1%	-0.8	3%	-4%	0	2	2%	14
O=C(CCCOc1ccc(Cl)cc1)NCC1CCCO1 (stereo not drawn)	29%	-34%	-0.1	-13%	-4%	-14	3	51%[activator]	3
CS(=O)(=O)Nc1ccc(S(=O)(=O)NC2CCCCC2)cc1	1%	3%	-3.7	4%	-11%	12	0	-3%	3
CCOc1ccc(OCC)c(NC(=O)Nc2ccc3c(c2)N(C)C(=O)CS3)c1	?	-17%	-2.6	-5%	-4%	4	-2	-29%	0
CCn1cc(CNC(=O)/C=C/c2cnn(C)c2)c(C)n1	2%	-18%	-0.4	4%	6%	-25	8	-3%	-10
CC(C)C[C@@H](COc1ccccc1)N1CCN(CC(C)C)CCC1=O	18%	1%	0.4	-7%	0%	-14	-5	2%	-27
CN(c1ccccc1)S(=O)(=O)c1cccc(C(=O)Nc2ccc(N3CCOCC3)cc2)c1	?	-15%	-0.7	-4%	10%	61	1	-8%	7

High-throughput results: PubChem BioAssay, National Center for Advancing Translational Sciences (NCATS)
